Pemphigus Ab inh – inhibitors of pemphigus antibody binding to DSG3, primary screen, biochemical, bead-based, flow cytometry, scFv-GFP. Desmoglein-3 (Homo sapiens), P32926. DSG3-coupled beads, scFv-anti-DSG3-GFP binding; stronger effect = lower value. binding (percent of control), % at 10 µM. 0.48% of 310,000 active;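 active = binding more than 3 SD below its plate's average and above zero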;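 also: hits lower antibody fragment binding to DSG3; some compounds called inactive have numbers as strong as hits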
HTR5A inv ctr – HTR5A inverse agonists in luminescence cell assay, primary screen, counter-screen for OPRM1-OPRD1 heterodimer inverse agonist project, full-deck HTS. 0.083% of 340,000 active. HTR5A cell line, inverse agonism. AID 504634, 2011. inhibition, % at 9.3 µM. 5-hydroxytryptamine receptor 5A (Homo sapiens), P47898; in the data active = inhibition mostly above about 23%, no sharp cut-off; inactive = mostly below about 18%;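 also: 0% = cells with DMSO and 100% = no-cell wells with DMSO; some compounds called inactive have numbers as strong as hits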
Target sequence (P47898 whole entry, looked up): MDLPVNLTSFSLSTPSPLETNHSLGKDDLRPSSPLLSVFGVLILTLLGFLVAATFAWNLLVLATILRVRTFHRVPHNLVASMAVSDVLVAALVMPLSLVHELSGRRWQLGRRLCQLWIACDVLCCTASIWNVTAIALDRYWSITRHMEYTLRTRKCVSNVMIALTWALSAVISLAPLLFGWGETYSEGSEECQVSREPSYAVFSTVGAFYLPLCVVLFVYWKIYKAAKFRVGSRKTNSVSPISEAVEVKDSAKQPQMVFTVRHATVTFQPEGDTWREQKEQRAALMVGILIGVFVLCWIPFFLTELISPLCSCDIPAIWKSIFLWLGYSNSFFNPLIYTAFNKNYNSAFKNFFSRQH
PKA-R1A act – activators of PKA-R1A holoenzyme, primary screen, biochemical, fluorescence polarization, Cy5-IP20, bovine R1A, mouse PKAc; 0.083% of 340,000 active; PKA-R1A dissociation; scaled: DMSO 0%, 113 µM cGMP 100%; cAMP-dependent protein kinase type I-alpha regulatory subunit (Bos taurus) + …; activation, % at 11.4 µM;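 active = percent activation above the mean of all tested compounds plus 3 SD, cut at about 19% in these data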;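 also: higher means more PKAc released from R1A so a rise in polarization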
Ecoli viability – E. coli V3065 growth inhibition, primary screen, counter-screen for AddAB inhibitor project, absorbance, OD600; 18 h; inhibition, % at 11.9 µM; 0.27% of 330,000 active; AID 449728, 2010;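 active = inhibition above the campaign's mean inhibition across all tested compounds plus 3 SD, cut at about 9.9% in these data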;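 also: uninfected addAB+ strain grown without phage in ampicillin broth; 0% = DMSO wells and 100% = ciprofloxacin 0.95 µg/ml wells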
PfHsp90 set2 – growth inhibition of PfHsp90-expressing yeast, primary screen, antimalarial PfHsp90 inhibitor project, S. cerevisiae, BacTiter-Glo luminescence, single point, set 2 | BacTiter-Glo ATP, 48 h; yeast lacking PDR1 and PDR3 efflux regulators | inhibition, % at 9.4 µM | 0.32% of 310,000 active | AID 504621, 2011;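 active = every replicate shows inhibition above about 80%, whatever the replicate mean, limit read from the data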;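 also: 0% = DMSO neutral controls and 100% = 20 µM radicicol positive controls; yeast relying on Plasmodium falciparum Hsp90 in place of its own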
HTR5A ag – HTR5A agonists in luminescence cell assay, primary screen, counter-screen for OPRM1-OPRD1 heterodimer agonist project, full-deck HTS; 5-hydroxytryptamine receptor 5A (Homo sapiens), P47898; cell-based; activation, % at 9.3 µM; 0.61% of 340,000 active; in the data active = activation mostly above about 9.5%, no sharp cut-off; inactive = mostly below about 7.6%;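 also: 0% = cells with vehicle only and 100% = reference agonist; strong numbers were not always called active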
AddAB inh – growth inhibition of E. coli expressing H. pylori AddAB, primary screen, AddAB inhibitor project, absorbance | 0.29% of 330,000 active | AID 435030, 2010 | inhibition, % at 11.9 µM; in the data active = inhibition above about 12%;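 also: 0% = vehicle wells of infected cells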
phage Ecoli inh – growth loss of phage-infected E. coli, primary screen, RecBCD inhibitor project, absorbance, with phage, HTS; inhibition, % at 11.9 µM; 0.26% of 360,000 active; in the data active = inhibition above about 11%
Mot1-301 SUMO – yeast Mot1-301 growth rescue at high temperature, primary screen, SUMOylation pathway inhibitor project, S. cerevisiae, ATP luminescence, 38.5C | S. cerevisiae Mot1-301 growth rescue; percent above DMSO median, 100 means doubled | growth rescue, % at 18.8 µM | 1% of 320,000 active | AID 2716, 2010;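 active = every valid replicate shows activation above 250% relative to neutral control wells; inactive = the rest, any valid replicate at or below 250%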;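 also: OY570 slx delta 5 strain wells were the positive control but not used for scaling; some compounds called inactive have numbers as strong as hits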
MOR-DOR ag – agonists of OPRM1-OPRD1 heterodimerization, primary screen, cell-based, luminescence; Mu-type opioid receptor (Homo sapiens) + Delta-type opioid receptor (Homo sapiens), …; cells; activation, % at 9.3 µM; 0.3% of 340,000 active; AID 504326, 2011; in the data active = activation above about 18%;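 also: 0% = vehicle-treated cells and 100% = reference agonist; values of inactives mirror those of a sister screen read the other way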
OPRM1-OPRD1 inv – inverse agonists of MOR-DOR heterodimerization, primary screen, cell-based, luminescence | 0.21% of 340,000 active | Mu-type opioid receptor (Homo sapiens) + Delta-type opioid receptor (Homo sapiens), … | inhibition, % at 9.3 µM | cell-based MOR-DOR heterodimer luminescence, inverse agonism; in the data active = inhibition above about 22%, passing the limit was not always enough;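 also: 0% = cells with DMSO and 100% = wells without cells with DMSO; values of inactives mirror those of a sister screen read the other way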
An asterisk follows results filed as active; · = no result given.

cpd	SMILES	Pemphigus Ab inh	HTR5A inv ctr	PKA-R1A act	Ecoli viability	PfHsp90 set2	HTR5A ag	AddAB inh	phage Ecoli inh	Mot1-301 SUMO	MOR-DOR ag	OPRM1-OPRD1 inv
1	CCCn1c(S(=O)(=O)O)nc2ccccc21	100	-11	-6	2.3	7	4	0.8	2.5	-6	-1.6	9
2	OC[C@H]1O[C@@](CO)(O[C@H]2O[C@H](CO)[C@@H](O)[C@H](O)[C@H]2O)[C@@H](O[C@H]2O[C@H](CO)[C@@H](O)[C@H](O)[C@H]2O)[C@@H]1O	·	-5	-9	·	4	2	·	1.3	·	-0.1	1
3	COc1cc(Cl)c(C)cc1NC(=O)COC(=O)C1=NN(c2ccccc2)C(=O)CC1	98	8	-14	-2.6	·	0	-2.2	6.4	6	0.6	-2
4	COc1cccc(-c2nc(CS(=O)(=O)CC(=O)NCCCN3CC(C)CC(C)C3)c(C)o2)c1 (stereo not given)	104	-18	-7	-1.3	3	-2	1.1	0.8	-24	-2.4	13
5	Cc1ccccc1-c1nc(CN2CCC(C(=O)NCc3ccco3)CC2)c(C)o1	113	11	-2	-1.5	·	1	1.6	·	-23	-0.9	4
6	Cc1cc(CSc2ccccc2)ccc1NC(=O)c1ccc(Cl)c([N+](=O)[O-])c1	101	2	-6	0.8	-20	-10	2.1	3.7	-1	5.1	-27
7	COc1ccc(S(=O)(=O)CC(=O)c2cc3cc(Br)ccc3oc2=O)cc1	101	4	-3	-0.8	10	-5	3.2	0.2	62	1.0	-5
8	CN1CCN(c2ccc([N+](=O)[O-])c(-n3nc(-c4ccccc4)c4ccccc4c3=O)c2)CC1	103	25	-7	-2.8	25	0	-0.9	1.2	2	-0.3	2
9	Nc1nnc(-c2cccc([N+](=O)[O-])c2)o1	100	-6	-7	2.0	-16	5	2.1	-0.1	-1	-0.5	2
10	CC(C)C[C@H](N)C(=O)N1CCC(C(=O)N[C@H](C(=O)NCc2ccc(F)cc2)C(C)C)CC1	102	11	4	0.7	31	-1	2.9	0.5	370	-2.1	11
11	CCN1CCCC1CN(Cc1cc2c(C)cc(C)cc2[nH]c1=O)C(=O)NC1CCCCC1 (stereo not given)	125	-29	10	-1.1	-9	-4	-0.3	4.0	-31	0.1	0
12	COCCn1nnnc1C(CC(C)C)N1CCN(c2ccccc2)CC1 (stereo not given)	·	-8	-18	-0.7	·	3	2.1	2.3	13	0.5	-3
13	CC(C)c1ccc(OCC(=O)NC(=S)Nc2ccc3c4c(cccc24)CC3)cc1	101	-7	-2	0.8	-12	4	1.6	1.4	-16	-1.1	5
14	CC(C)(C)NCC(O)COc1ccccc1C(C)(C)C (stereo not given)	104	19	1	-0.4	-5	8	0.5	1.8	1	2.0	-12
15	NCCc1nnc(SCC(=O)Nc2cccc(Cl)c2)o1	92	-6	9	1.8	-10	1	0.6	-0.5	7	-0.7	4
16	CCOc1cc(-c2nccc3cc(OC)c(OC)cc23)cc(OCC)c1OCC	93	7	-2	-5.0	-7	-2	-2.6	0.6	2	-1.3	6
17	CCC/C=N/NC(=O)CNC(=O)c1ccccc1Cl	102	15	-3	3.2	-30	-6	5.2	5.4	12	-2.0	10
18	CSCCC(NC(=O)c1cccc(S(=O)(=O)N2CCOCC2)c1)C(=O)Nc1cccc(C)c1 (stereo not given)	85	26	1	-0.9	29	1	2.1	4.8	3	-1.9	10
19	CCCCCn1c(CCCNC(=O)CC)nc2ccccc21	89	9	-9	1.4	20	7	-1.9	1.1	-5	-3.1	17
20	N#C/C(=C\c1ccc(F)cc1)c1n[nH]c(Cn2cncn2)n1	99	-33	4	1.7	1	-3	3.7	4.5	-3	-1.8	10
21	CC(=O)c1ccccc1OCCCCN1CCCCC1	112	-13	-20	1.6	11	4	-10	2.9	-1	-2.2	11
22	C#CC(C)(O)C1CC(CC(=O)O)C1(C)C (stereo not given)	88	4	3	·	·	-1	·	·	·	-1.0	5
23	COc1ccc(C)cc1NC(=O)c1cnc2scc(C)n2c1=O	101	21	2	·	-13	-8	·	2.4	·	-1.3	7
24	CC(=O)Nc1ccc(SC[C@H](CC(C)C)N2CCN(CC(C)C)CCC2=O)cc1	99	12	1	-3.1	-7	0	1.9	0.5	5	-1.9	10
25	CSc1ccc(/C=N/N2CCN(Cc3ccc(C)cc3C)CC2)cc1	85	3	-5	0.6	-14	4	-0.2	3.1	17	-1.9	10
26	CC(C)C(=O)NC(C)C(c1cccs1)N1CCOCC1 (stereo not given)	98	2	-9	0.0	-12	3	1.4	4.1	6	-2.2	12
27	COC(=O)c1ccccc1NC(=O)/C=C/c1ccco1	95	0	-1	-0.8	5	0	0.8	4.7	-18	-1.4	9
28	Cc1ccc(S(=O)(=O)Nc2ccc(-n3c(C)nc4ccccc4c3=O)cc2)cc1	106	-1	-13	0.6	-1	2	2.5	1.9	-21	1.0	-7
29	O=C(CN1C(=O)/C(=C\c2cccc(Br)c2)Oc2ccccc21)NCC1CCCO1 (stereo not given)	97	-7	-3	0.8	-3	2	1.7	2.4	-27	-1.0	5
30	O=C(O)C1CC=CCC1C(=O)N1CCCC1 (stereo not given)	·	4	3	1.4	9	-1	0.3	6.9	172	-2.5	14
31	COc1ccccc1N1CCN(C(=O)CN(c2ccccc2OC)S(=O)(=O)c2ccccc2)CC1	·	-8	-6	1.2	-28	-3	3.4	1.7	17	-2.3	12
32	Cc1nnsc1SCCNC(=O)Nc1ccc(Cl)cc1	94	2	7	6.4	-5	-1	9.0	7.0	3	1.8	-9
33	Cc1c(OCC(=O)N2CCC[C@@H]2C(=O)O)ccc2c3c(c(=O)oc12)CCC3	98	-13	-19	-2.5	7	1	4.2	3.2	-19	-1.7	9
34	O=C(NN=C1C2CC3CC1CC(Cl)(C3)C2)c1ccccn1	84	-34	8	-2.1	·	-2	4.2	4.0	15	-1.6	10
35	CC(=O)NC(=C(Cl)Cl)S(=O)(=O)c1ccccc1	98	-12	-11	-2.9	22	4	0.5	2.5	·	-1.6	8
36	O=C(COC(=O)c1ccccc1Br)NCc1cccs1	104	9	3	0.1	7	-4	-0.2	2.6	-18	-2.8	12
37	CC(C)Cc1nnc(NC(=O)CCC(=O)N2CCN(c3ccc(Cl)cc3)CC2)s1	·	4	2	-1.5	-23	3	3.7	1.2	6	3.9	-20
38	CNC(=S)NNC(=O)c1sccc1OCc1ccccc1	103	-16	2	0.8	·	7	0.8	1.6	151	0.2	-1
39	COC(=O)c1ccsc1NC(=O)CN1CCN(Cc2ccc3c(c2)OCO3)CC1	106	-8	-1	-1.3	-47	1	1.8	1.3	-13	1.4	-8
40	CC1CN(C(=O)CCN2C(=O)c3ccccc3C2=O)CC(C)O1 (stereo not given)	·	8	-3	-1.4	8	-3	3.0	1.7	142	-1.8	8
41	CCO[C@H]1OC(C(=O)NC2CC2)=C[C@@H](c2c[nH]c3ccccc23)[C@@H]1CCCO	107	3	-5	1.4	0	2	4.2	1.3	-14	-2.7	12
42	CC(=O)Nc1ccc(NC(=S)NC(=O)c2ccc([N+](=O)[O-])cc2)cc1	95	-11	2	2.0	11	-2	0.2	1.2	-3	-3.7	20
43	COc1ccc(CCNC(=O)CSc2ncnc3c2oc2ccccc23)cc1OC	111	1	11	-1.3	-10	-1	2.4	0.9	27	-0.7	3
44	O=S(=O)(c1cccc(-c2nnc3n2CCCCC3)c1)N1CCOCC1	104	-19	2	2.1	-12	6	2.0	-0.5	-12	-2.9	14
45	Cc1ccc(NC(=O)Cn2c(CCC(=O)O)ccc2-c2cccs2)cc1Cl	100	0	-5	-0.8	-31	0	1.2	0.9	-15	-0.7	3
46	CSC1=C(C#N)C(CC(C)C)C2=C(CCCC2=O)N1 (stereo not given)	97	15	-8	0.7	2	4	3.4	0.8	-6	0.1	0
47	COc1ccccc1N1CCN(CC(=O)Nc2ccccc2C(=O)NC(C)c2ccccc2)CC1 (stereo not given)	108	17	-7	-3.2	-21	-7	-2.6	2.9	12	-0.1	1
48	CCOC(=O)C1=C(O)C(=O)N(c2ccc(S(N)(=O)=O)cc2)C1c1ccccc1 (stereo not given)	102	-9	-5	-1.6	13	2	0.5	2.1	-11	-0.8	3
49	CCOC(=O)c1c(NC(=O)COC(=O)c2ccccc2NC)sc(C(=O)N(C)C)c1C	100	-20	-14	1.6	-20	5	-2.0	0.7	-13	-3.9	22
50	O=C(NCCCCCCNC(=O)OCCO)OCCO	80	-2	-1	0.0	-20	1	-0.6	3.5	-16	-1.3	7

Rows were taken by chance; about 3.2% have a hit in one of these screens.
